GLD-1 RNA inh: GLD-1-TGE RNA interaction inhibition (C. elegans). Q17339. 320,000 tested, 0.44% active. purified GLD-1 + fluorescein TGE RNA, fluorescence polarization. inhibition, % at 5.96 µM;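 active = percent inhibition above a per-plate cutoff, the plate mean of test compounds plus 3 SD, cut at about 30% in these data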;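 note: 0% = DMSO wells with GLD-1 and probe and 100% = wells lacking GLD-1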
BCLXL inh: blocks human Bcl-xL binding to Bim BH3 peptide | Q07817 | GST-Bcl-xL / FITC-Bim BH3 peptide fluorescence polarization | inhibition, % at 10.9 µM | 320,000 tested, 0.7% active | AID 2129;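 active = inhibition above the mean of all tested compounds plus 3 SD, cutoff set per campaign, cut at about 30% in these data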;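 note: 0% = DMSO wells and 100% = unlabeled Bim-BH3 peptide competitor; inhibitors lower millipolarization by displacing the labeled peptide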
Target sequence (Q07817 whole entry, looked up): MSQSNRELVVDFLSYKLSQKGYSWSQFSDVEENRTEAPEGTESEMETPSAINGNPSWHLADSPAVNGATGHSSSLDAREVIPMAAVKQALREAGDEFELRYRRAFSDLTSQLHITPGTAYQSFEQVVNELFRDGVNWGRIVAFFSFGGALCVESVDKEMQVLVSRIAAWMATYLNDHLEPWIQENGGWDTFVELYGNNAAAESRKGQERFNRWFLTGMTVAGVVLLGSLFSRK
MEX-5 binding: C. elegans MEX-5 TCR-2 RNA binding activity. Q9XUB2. MEX-5/FITC-TCR2 RNA binding, fluorescence polarization; active compounds read low. activity score (negative = inhibition of binding), % at 10 µM. 300,000 tested, 0.38% active. AID 1832;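 active = inhibition past about -25% in most replicates, and total fluorescence under double the plate's negative control median, limit read from the data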;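 note: 0% = DMSO and -100% = 5 µM competing unlabeled TCR2 RNA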
Target sequence (Q9XUB2 whole entry, looked up): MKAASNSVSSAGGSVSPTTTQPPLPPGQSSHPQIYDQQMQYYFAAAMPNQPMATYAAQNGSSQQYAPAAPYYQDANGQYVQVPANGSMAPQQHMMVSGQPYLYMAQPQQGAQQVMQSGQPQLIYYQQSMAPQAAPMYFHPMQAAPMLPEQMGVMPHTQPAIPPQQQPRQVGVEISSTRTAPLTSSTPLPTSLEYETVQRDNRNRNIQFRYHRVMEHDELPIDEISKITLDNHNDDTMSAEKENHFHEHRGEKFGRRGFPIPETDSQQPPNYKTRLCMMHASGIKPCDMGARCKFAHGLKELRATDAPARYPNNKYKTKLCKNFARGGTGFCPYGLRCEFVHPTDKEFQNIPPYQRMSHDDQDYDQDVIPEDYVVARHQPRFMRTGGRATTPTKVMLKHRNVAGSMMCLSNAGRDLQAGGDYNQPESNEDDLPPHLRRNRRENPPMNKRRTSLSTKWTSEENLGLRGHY
MCL1-BIM inh: disrupts human MCL1 binding to BIM-BH3 peptide. inhibition, % at 10.9 µM. GST-MCL1 / FITC-Bim-BH3 fluorescence polarization. Q07820. 320,000 tested, 0.68% active. AID 2057;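 active = inhibition above the mean inhibition of all tested compounds plus 3 SD, set per campaign, cut at about 40% in these data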;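 note: 0% = DMSO wells and 100% = unlabeled Bim-BH3 peptide control; higher means more loss of mP so more displacement of Bim peptide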
Target sequence (Q07820 whole entry, looked up): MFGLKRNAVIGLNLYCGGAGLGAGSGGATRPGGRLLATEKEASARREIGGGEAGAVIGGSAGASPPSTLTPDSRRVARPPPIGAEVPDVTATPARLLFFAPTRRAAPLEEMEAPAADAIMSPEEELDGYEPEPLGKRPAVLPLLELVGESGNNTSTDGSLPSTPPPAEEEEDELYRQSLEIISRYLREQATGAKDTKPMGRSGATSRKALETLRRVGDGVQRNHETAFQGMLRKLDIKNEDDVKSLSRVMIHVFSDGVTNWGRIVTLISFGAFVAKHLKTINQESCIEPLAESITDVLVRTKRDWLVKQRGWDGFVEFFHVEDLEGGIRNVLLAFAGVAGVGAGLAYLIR
Fam108B counter: counter-screen for RBBP9 inhibitors: inhibitors of mouse Fam108B. 300,000 tested, 0.33% active. inhibition, % at 9.51 µM. recombinant Fam108B, FP-Rh probe fluorescence polarization;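 active = inhibition above the screen mean inhibition plus 3 SD, computed separately per campaign, cut at about 18% in these data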;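 note: inhibitors lower polarization as less probe binds the enzyme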
VLA-4 inh: inhibition in a human VLA-4 binding assay; inhibition, % (about 7 µM as worked out from the volumes in the protocol); 330,000 tested, 0.2% active; P13612; VLA-4 expressing cells, ligand binding flow cytometry; AID 2557; in the data active = inhibition above about 50%
PME-1 inh: PME-1 (human) inhibition | recombinant PME-1, FP-Rh probe fluorescence polarization | inhibition, % at 5.9 µM | Q9Y570 | 320,000 tested, 0.53% active;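 active = inhibition above the campaign mean of all compounds plus 3 SD, cut at about 26% in these data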;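 note: competitive labeling of PME-1 active site by serine hydrolase directed probe; 0% = PME-1 with DMSO and 100% = wells lacking PME-1 enzyme; inhibitors block probe labeling so polarization falls and inhibition rises; many of its hits are not listed in these tables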
GRK2 aptamer HTS: blocks RNA aptamer binding to human GRK2. P25098. inhibition of aptamer binding, % at 10 µM. bead flow cytometry, FAM-aptamer displacement from GRK2. 330,000 tested, 0.59% active;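 active = inhibition of aptamer binding above 40%, roughly 3 SD of noise, on plates passing a quality check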;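 note: median bead fluorescence of bound FAM aptamer so fluorescent compounds give negative values; no value below 0 was filed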
Efflux pump mplx: inhibitors of Candida antifungal efflux pumps expressed in yeast. 330,000 tested, 0.44% active. inhibition, % at 10 µM. S. cerevisiae Candida pump triplex, Nile Red efflux;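 active = plate passing quality check with inhibition over a set limit, or well fluorescence over plate mean plus 4 SD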;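 note: Nile Red retained in pooled yeast measured as flow cytometry median fluorescence; 0% = buffer negative control and 100% = Enniatin B positive control; higher means more Nile Red kept so more efflux inhibition; some compounds called inactive have numbers as strong as hits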
* marks the source's active call; other numbers are inactive results; . = not tested or not shown. An excerpt; count on the stated rates, not on these rows.

SMILES	GLD-1 RNA inh	BCLXL inh	MEX-5 binding	MCL1-BIM inh	Fam108B counter	VLA-4 inh	PME-1 inh	GRK2 aptamer HTS	Efflux pump mplx
CCC(C)NC(=O)c1c(C)cc(=O)oc1C (stereo unspecified)	3	8	1.6	6	3	-3	-3	0	-0.1
O=C(CN1CCc2ccccc21)NCc1ccc2c(c1)OCO2	-4	6	0.5	-2	2	5	-2	1	0.6
O=C(c1ccc(N2CCCC2)c([N+](=O)[O-])c1)N1CCc2ccccc2C1	8	7	-1.9	2	3	-4	8	0	0.1
Cc1ccc(F)cc1NC(=O)CSCc1nc2sc(C)c(C)c2c(=O)[nH]1	-12	6	8.4	1	-3	-1	1	0	-0.2
CC(C)C(NC(=O)c1cccc(S(=O)(=O)N2CCOCC2)c1)C(=O)NCCc1ccccn1 (stereo unspecified)	8	2	2.0	-2	-2	4	5	2	-0.1
CCn1nc(C(=O)OCC(=O)N2CCc3ccccc32)c2ccccc2c1=O	-5	2	-0.4	-5	-4	-2	-2	0	-0.2
Cc1cccc(-n2c(C)cc(/C=N/n3cnnc3)c2C)c1	1	1	2.2	-6	2	27	-4	0	0.0
Cc1cc(Cl)ccc1OCC(=O)Nn1c(C)ccc1C	-5	9	0.3	5	1	8	-3	0	-0.2
Cc1cc(C)c(S(=O)(=O)Nc2nnc(C)s2)c(C)c1	-2	-2	2.5	1	0	24	2	2	0.0
CC(C)(C)NC(=O)Cn1cnc([N+](=O)[O-])n1	5	7	0.3	6	4	-9	-3	0	-0.2
COc1cc(/C=C/C(=O)O)cc(S(=O)(=O)Nc2ccc3nc(C)sc3c2)c1OC	-5	8	1.4	2	3	8	7	0	-0.3
CCC1C(O)=C(c2ccccn2)C(=N)N1c1ccccc1 (stereo unspecified)	1	4	0.6	7	-6	-22	-7	5	-0.1
CCc1nnc(SCC(=O)Nc2ccc(C(C)=O)cc2)nc1CC	2	2	0.3	9	-8	9	-4	1	-0.1
Cc1c(C(=O)NC2=NCCS2)oc2ccccc12	6	9	-1.3	13	-3	2	2	2	0.0
COCCNC(=S)N(Cc1cccnc1)Cc1ccc(OC)c(OC)c1	1	3	-0.6	6	1	9	1	0	0.0
Cc1sc(NC(=O)C2CCCCC2C(=O)O)c(C(N)=O)c1-c1ccccc1 (stereo unspecified)	4	8	1.0	14	-3	10	2	1	-0.2
CCOC(=O)c1c(S(=O)(=O)NCC(=O)N2CCN(c3ccc(F)cc3)CC2)c(C)n(C)c1C	-3	4	-2.3	4	1	8	3	0	-0.1
Cc1cc(C)cc(NC(=O)C2CCCN2C(=O)Oc2ccccc2)c1 (stereo unspecified)	1	3	-2.1	1	0	10	-2	1	0.1
Cc1ccc(Cn2c(Sc3nccc(C)n3)nc3c2c(=O)[nH]c(=O)n3C)cc1	11	-2	-1.8	-3	-9	4	-3	0	-0.2
N#Cc1cc2cc3ccccc3nc2n2c(=O)c3ccccc3nc12	-4	9	-14	3	5	-14	9	0	0.1
COc1ccc(OC)c(NC(=O)CSc2nnc(CCCO)n2-c2ccccc2)c1	6	3	-0.4	9	0	7	1	3	0.0
CCOC(=O)/C(=C\c1ccccc1)NC(=O)c1ccccc1	5	6	0.3	10	-2	3	0	0	0.5
Nn1cnc2c([nH]c3ccccc32)c1=O	5	1	1.5	8	0	3	-5	0	-0.7
O=[N+]([O-])c1ccc(Nc2nccc(Cl)n2)cc1	-2	2	0.3	-6	-7	2	-13	0	0.4
CCOc1ccc(OC(=O)NC(c2ccccc2)C(Cl)(Cl)Cl)cc1 (stereo unspecified)	5	1	0.7	-3	-1	5	-1	1	-0.1
CCCN1C(=S)SC(C)(C)C1/[N+]([O-])=C/c1cccnc1 (stereo unspecified)	1	-1	-1.8	-9	5	10	4	0	0.0
CCOc1ccc(C2C(C(=O)c3ccc(C)o3)=C(O)C(=O)N2c2nc(C)c(C(=O)OC)s2)cc1 (stereo unspecified)	-17	-13	1.6	-33	-3	8	-3	18	-0.3
Cc1ccc(CN2CCCC(CO)(Cc3ccccc3C)C2)s1 (stereo unspecified)	-3	2	1.5	2	-7	12	-3	0	-0.1
CCn1c(CNC(=O)c2ccco2)nnc1SCC(=O)Nc1cc(C)c(C)cc1Br	8	2	3.2	-1	2	-3	0	7	0.1
CN(CC(=O)Nc1cccc(F)c1)C(=O)c1cc(=O)[nH]c2ccccc12	2	-10	.	-21	.	12	0	2	-0.1
COc1ccccc1CNC(=O)C1CCN(S(=O)(=O)c2c(C)noc2C)CC1	-4	3	1.2	3	0	5	18	0	0.0
CCn1c(CN2CCN(c3ccc(OC)cc3)CC2)nc2cc(S(=O)(=O)N(C)C)ccc21	1	4	0.5	6	5	-4	6	2	0.0
COc1cc(C2CC(C(F)(F)F)n3ncc(C(=O)O)c3N2)cc(OC)c1OC (stereo unspecified)	2	1	1.3	5	0	27	-6	1	0.0
NS(=O)(=O)c1ccc(NC(=O)CSc2nnc(-c3ccc(O)cc3)o2)cc1	4	6	-1.1	1	1	24	4	0	0.0
O=C(Nc1cccc2cccnc12)c1ccc(Cl)cc1	.	.	0.4	.	.	0	.	2	-0.1
C/C(=N\OC(=O)Nc1ccccc1)c1ccc(C)cc1	18	1	-0.7	0	2	5	2	1	0.1
Cc1cc(Br)c(OCc2ccc(C(=O)N/N=C3\CC4CC=CC34)cc2)c(Br)c1 (stereo unspecified)	1	0	2.1	4	-7	11	-13	2	-0.8
CC(OC(=O)c1ccccc1N1C(=O)C2C3CCC(C3)C2C1=O)C(=O)c1ccccc1 (stereo unspecified)	7	4	0.4	13	0	0	2	0	0.0
O=C(COC(=O)c1ccccc1SCC(=O)N1CCCC1)Nc1ccccc1OC(F)F	5	6	-1.0	1	-3	-3	0	0	0.1
O=c1c2c(O)cc(O)cc2oc2c(O)ccc(O[C@H]3O[C@@H](CO)[C@H](O)[C@@H](O)[C@@H]3O)c12	2	.	.	.	.	3	.	0	-0.3
COc1cc(/C=C/C(=O)NNc2c(F)c(F)cc(F)c2F)ccc1OC(F)F	-1	3	-0.3	5	0	-3	7	0	0.5
CCCCn1c(N)c(N(CCC(C)C)C(=O)c2cc(S(=O)(=O)N3CCOCC3)ccc2F)c(=O)[nH]c1=O	0	-2	-0.6	-10	6	-5	-6	1	0.1
COc1ccccc1CNC(=O)N1CCN(S(=O)(=O)c2ccc(C)cc2)CC1	-3	0	-2.0	1	-2	5	0	23	0.1
COc1ccc([C@H]2CC(=O)C=C(c3cccc4c3Oc3ccccc3S4)C2)cc1OC	2	2	.	-3	.	18	6	1	0.2
Cc1c(C(=O)N2CCCCC2)sc(NC(=O)c2ccco2)c1C#N	0	3	0.6	-6	7	18	2	0	-0.1
CCOCCCNC(=O)C(c1ccc(Cl)cc1)N(Cc1ccc2c(c1)OCO2)C(=O)CNC(C)=O (stereo unspecified)	2	2	2.3	0	0	4	2	0	0.0
CCOC(=O)c1cc(C)sc1NC(=O)CSc1nccn1C	2	2	-1.1	-6	0	3	5	3	0.0
Cc1ccc(NC(=O)CSc2ncccn2)cc1S(=O)(=O)N1CCCCC1	-1	-4	-10	-11	-2	3	1	1	0.0
COc1cc2c(cc1OC)C(c1ccccc1C)CC(=O)N2 (stereo unspecified)	-5	6	-0.1	-1	-3	22	1	2	0.2
CCC(=O)N1CCc2cc(S(=O)(=O)N3CCc4ccccc43)ccc21	5	0	0.3	3	2	0	-1	0	-0.1
O=C(Nc1cccnc1Cl)c1ccc(Cl)cc1	1	6	-0.7	-5	-2	8	-3	0	-0.1
Cc1ccc(C)c(S(=O)(=O)Nc2ccc(C(=O)N3CCC3)cc2)c1	7	8	-0.8	1	2	0	7	0	0.1
O=C1[C@@H]2Cc3c([nH]c4ccccc34)CN2C(=O)CN1CCCCCO	-7	1	0.1	-7	-3	-50	-11	0	-0.1
Cc1ccc(C(=O)n2nnc3ccccc32)cc1	1	9	-3.0	3	-1	0	3	0	-0.1
O=C(NNS(=O)(=O)c1ccc(C(F)(F)F)cc1)c1cnn(-c2ccccc2)c1C(F)(F)F	-1	6	-2.1	9	0	15	-2	4	-0.1
CC(=O)N1CCN(c2ccc(S(=O)(=O)N3CCCCC3)cn2)CC1	1	0	-0.1	-13	-5	3	-8	0	-0.2
CCN(CC(=O)NCc1cccs1)C(=O)CCOc1ccccc1	-1	.	.	.	.	-7	.	0	0.1
O=C(Cc1c(F)c(F)c(F)c(F)c1F)OC12CC3CC(C1)C(=O)C(C3)C2	4	2	1.7	5	7	-2	-11	0	0.0
CC(C(=O)NCc1ccccn1)N1C(=O)c2ccccc2C1=O (stereo unspecified)	0	2	-0.9	3	-2	15	-1	0	0.0
CCOC(=O)/C(C#N)=C/C1=C(N2CCCC2)CC(C)(C)OC1	-1	-2	-1.3	-12	2	8	-3	0	0.4
Remaining list, next part
SMILES	GLD-1 RNA inh	BCLXL inh	MEX-5 binding	MCL1-BIM inh	Fam108B counter	VLA-4 inh	PME-1 inh	GRK2 aptamer HTS	Efflux pump mplx
CCN(c1ccccc1)S(=O)(=O)c1ccc(C(=O)Nc2nnc(COC)o2)cc1	7	4	-3.3	9	2	25	0	3	0.1
COc1ccc(-c2nnc(SCC(=O)Nc3sc4c(c3C#N)CCCC4)n2-c2ccccc2)cc1	4	-5	0.7	3	3	7	-7	1	0.0
CC(=O)Nc1ccc(N(C(=O)Cn2nnc3ccccc32)C(C(=O)NC2CCCC2)c2ccc(O)c(O)c2)cc1 (stereo unspecified)	-1	7	-4.6	7	-4	-7	-6	0	0.4
Cc1ccccc1-n1c(-c2ccc(=O)[nH]n2)n[nH]c1=S	3	-8	-1.8	-6	4	-11	0	0	-0.2
Cc1ccc(OCC(=O)NCCCNC(=O)c2ccco2)cc1C	4	3	1.8	-1	-3	2	-9	1	0.0
COc1ccc(C(C(=O)NCc2ccc(F)cc2)N(Cc2cccnc2)C(=O)c2snc(C(N)=O)c2N)cc1 (stereo unspecified)	6	2	0.9	3	1	11	1	17	0.1
O=C(COC(=O)c1ccc2ncsc2c1)NCc1ccc(F)cc1	-2	3	.	3	.	9	0	7	0.0
CC(=O)c1cccc(S(=O)(=O)N2CCC(C(=O)OC3CCOC3=O)CC2)c1 (stereo unspecified)	-3	1	.	8	.	7	7	0	-0.1
C[C@H](CO)N1C[C@H](C)[C@@H](CN(C)Cc2ccncc2)Oc2c(NC(=O)Cc3ccccc3)cccc2C1=O	10	.	.	.	.	2	.	5	-0.3
N#CCCN(CCC#N)S(=O)(=O)c1ccc(C(=O)Nc2nc(-c3ccccc3)c(C(=O)c3ccccc3)s2)cc1	-8	3	3.2	4	-27	8	-1	0	0.1
CC(Oc1ccc(Br)cc1)C(=O)Nc1ccncc1 (stereo unspecified)	8	3	-0.4	10	-4	0	1	0	0.1
CC(OC(=O)c1cc(Br)ccc1O)C(=O)Nc1ccc(S(=O)(=O)N2CCCC2)cc1 (stereo unspecified)	5	5	-1.4	5	-18	12	0	0	-0.1
Clc1cccc(Cl)c1CNCCCSc1ncccn1	3	8	-3.0	14	-2	14	-1	0	0.1
CC(C)Oc1ccccc1OCCCOc1cccc2cccnc12	3	1	-3.3	4	7	-3	2	2	0.1
COc1ccc2nc(/C=N/NC(=O)[C@H](C)NC(=O)OC(C)(C)C)ccc2c1	-1	4	1.3	1	-1	11	-6	0	0.1

High-throughput results as filed in PubChem.
